STEP block = blocks human striatal-enriched tyrosine phosphatase | P54829 | recombinant STEP, OMFP fluorogenic substrate, fluorescence | AID 588621 | inhibition, % at 20 µM | 0.25% of 360,000 active;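 active = inhibition at 20 µM, scaled per plate between control wells, above about 37%, limit read from the data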;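 also: 0% = DMSO with enzyme and substrate and 100% = substrate only without enzyme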
Target sequence (P54829 whole entry, looked up): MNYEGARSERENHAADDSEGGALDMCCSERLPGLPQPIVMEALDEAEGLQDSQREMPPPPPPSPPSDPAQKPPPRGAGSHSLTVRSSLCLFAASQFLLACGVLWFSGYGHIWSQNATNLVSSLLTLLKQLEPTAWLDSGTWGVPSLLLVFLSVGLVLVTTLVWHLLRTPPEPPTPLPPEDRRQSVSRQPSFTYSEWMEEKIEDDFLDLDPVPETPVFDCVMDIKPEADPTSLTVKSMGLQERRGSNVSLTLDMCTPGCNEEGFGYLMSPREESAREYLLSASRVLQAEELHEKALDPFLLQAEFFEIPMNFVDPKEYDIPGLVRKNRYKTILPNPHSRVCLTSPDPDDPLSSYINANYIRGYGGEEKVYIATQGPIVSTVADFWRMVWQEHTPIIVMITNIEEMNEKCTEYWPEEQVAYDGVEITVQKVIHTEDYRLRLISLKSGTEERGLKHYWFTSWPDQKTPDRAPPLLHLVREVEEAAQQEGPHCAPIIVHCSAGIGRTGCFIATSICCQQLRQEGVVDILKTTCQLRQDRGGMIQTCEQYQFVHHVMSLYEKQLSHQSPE
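Test system: STEP tyrosine phosphatase / Reagent: OMFP at 25 µM / Doses: 20 µM, 1% DMSO / Read-out: percent inhibition scaled to no-enzyme and uninhibited-enzyme controls, plate-pattern corrected / Detection: FITC-channel fluorescence of OMFP product / Medium: Bis-Tris buffer pH 6.0, 2.5 mM DTT, 0.005% Tween 20 / Schedule: 20 min at room temperature, dark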
Rpn11 inh = blocks the human proteasome subunit Rpn11. calls only at 20 µM. human 26S proteasome, Ub4-pepOG fluorescence polarization; 20S core pre-blocked with epoxomicin. 0.59% of 360,000 active. O00487;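 active = inhibition at 20 µM, scaled to each plate's controls, above about 33%, limit read from the data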
DNMT1 block = DNMT1 (human) enzyme inhibition. DNMT1 molecular beacon, Hinp1I cleavage, fluorescence. inhibition (reported as % activation of signal), % at 10 µM. 0.83% of 360,000 active; in the data active = inhibition above about 50%
Scp1 inh = Scp-1 (human) phosphatase inhibition | Q9GZU7 | Recombinant Scp1, phosphopeptide, malachite green phosphate absorbance | inhibition, % at 20 µM | 0.88% of 340,000 active | AID 493091;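 active = inhibition above about 50% at 20 µM, limit read from the data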;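 also: plate controls were DMSO wells with enzyme for no effect and wells lacking enzyme for full effect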
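assay system = SCP-1 phosphatase catalytic domain, residues 76-261 | buffer or medium = 50 mM Tris acetate pH 5.5, 0.005% Tween-20, 10 mM MgCl2 | incubation = enzyme reaction 45 min at room temperature, colour 5 min, stabilisation 30 min | signal = Phosphate-binding colour reagent, absorbance read at 630 nm | measure = % inhibition at 20 µM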
NadD block = inhibitors of Staphylococcus aureus NadD; inhibition, % at 20 µM; 0.78% of 360,000 active; purified NadD enzyme, colorimetric absorbance read-out; in the data active = inhibition above about 26%; also: some compounds past the cut are filed as inactive
TbMetRS inhib = blocks T. brucei methionyl-tRNA synthetase activity; 0.4% of 360,000 active; inhibition, % at 11.9 µM; purified T. brucei MetRS, ATP depletion, Kinase-Glo luminescence;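 active = inhibition above a per-plate cutoff of the control wells' mean inhibition plus 3 SD, cut at about 5.5% in these data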;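 also: 0% = DMSO wells median and 100% = median of wells with control inhibitor compound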
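Test system – parasite MetRS enzyme · Reagent – substrates ATP, L-methionine and bulk Escherichia coli tRNA · Doses – 11.9 µM compound single dose, 0.9% DMSO · Times – 15 min enzyme-compound preincubation, 2 h reaction, 10 min detection, 25 °C · Signal – Kinase-Glo luminescence, ATP depletion format · Controls – DMSO-only wells as low control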
CSN inh = blocks human CSN-mediated cullin deneddylation | Q92905 | Purified CSN, SCF-Nedd8-OG deneddylation, fluorescence polarization | inhibition, % at 12.5 µM | 0.38% of 360,000 active | AID 651999;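 active = pattern-corrected inhibition above about 35%, with an unprinted fluorescence ratio check between 0.5 and 1.5, limit read from the data, passing the limit was not always enough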;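 also: 0% = enzyme with substrate and 100% = substrate without enzyme; some results filed as inactive read as strong as hits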
Target sequence (Q92905 whole entry, looked up, one chain of several): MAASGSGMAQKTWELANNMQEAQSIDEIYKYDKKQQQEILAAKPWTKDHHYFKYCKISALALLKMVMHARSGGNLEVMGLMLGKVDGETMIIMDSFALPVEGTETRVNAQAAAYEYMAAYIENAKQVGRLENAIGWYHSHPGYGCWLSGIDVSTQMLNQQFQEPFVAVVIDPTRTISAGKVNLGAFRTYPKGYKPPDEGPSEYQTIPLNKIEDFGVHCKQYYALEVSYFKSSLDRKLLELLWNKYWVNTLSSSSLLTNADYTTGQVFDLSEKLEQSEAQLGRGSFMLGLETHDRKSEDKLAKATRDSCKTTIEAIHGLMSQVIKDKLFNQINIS
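Assay system: purified human Csn5 enzyme expressed in HEK293T cells; measure: % inhibition; also added: SCFSkp2-Nedd8OG substrate at 10 nM final; technique: fluorescence polarization; times: reaction 90 min, room temperature; medium: Tris buffer pH 7.5, NaCl, DTT, Tween-20, trehalose, ovalbumin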
SUMO1-SIM PPI = modulators of human SUMO1-mediated protein-protein interactions | P63165 | SUMO1 binding to a labelled peptide, TR-FRET, 1 h | inhibition, % at 20 µM | 0.33% of 360,000 active | AID 602429; in the data active = inhibition above about 37%
Target sequence (P63165 whole entry, looked up): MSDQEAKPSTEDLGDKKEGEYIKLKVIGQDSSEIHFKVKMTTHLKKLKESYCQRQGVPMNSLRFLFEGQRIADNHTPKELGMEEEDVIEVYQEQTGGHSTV
LMPTP block = blocks human LMPTP phosphatase; recombinant LMPTP-A, OMFP fluorogenic substrate, fluorescence intensity; P24666; inhibition, % at 20 µM; 0.22% of 360,000 active;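 active = compounds that cut the enzyme signal by at least half of the control window in the single-dose screen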;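 also: plate controls were DMSO wells with enzyme plus substrate for no effect and substrate without enzyme for full effect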
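Test system: LMPTP-A phosphatase enzyme; input: 0.625 nM LMPTP-A final; reagent: OMFP substrate, 400 µM final; compound dosing: 20 µM single dose, 3% DMSO; incubation: 50 min dark incubation at room temperature; measured by: endpoint fluorescence intensity from OMFP dephosphorylation; measure: % inhibition relative to no-enzyme and uninhibited control wells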
MsrA inhibitor = bovine MsrA inhibition | purified bovine MsrA, absorbance read-out | inhibition, % at 15.5 µM | 0.75% of 360,000 active; in the data active = inhibition above about 4.5%;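 also: 0% = vehicle wells with enzyme and 100% = reference inhibitor wells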
* marks the source's active call; other numbers are inactive results; i = inactive; / = not tested or not shown.

SMILES | STEP block | Rpn11 inh | DNMT1 block | Scp1 inh | NadD block | TbMetRS inhib | CSN inh | SUMO1-SIM PPI | LMPTP block | MsrA inhibitor
COc1ccccc1C(=O)N/N=C/c1c[nH]c2ccccc12 | 0 | i | -1 | -10 | -3 | -0.2 | -4 | -6 | -1.3 | 1.9
CCOc1cc(/C=N/O)ccc1OCc1ccc(C)cc1 | -3 | i | -2 | -7 | -8 | -0.4 | -4 | -2 | -1.1 | -1.0
COCCNC(=O)c1cnn2c(C(F)(F)F)cc(-c3ccc(C)cc3)nc12 | -1 | i | -1 | -2 | 2 | -1.3 | 2 | -1 | -1.0 | -1.0
CC(C)C(=O)Nc1ccc(C(=O)NN2C(=O)c3ccccc3C2=O)cc1 | -3 | i | 7 | -9 | -2 | -1.0 | -1 | -3 | -1.4 | 0.2
CCCCc1nc2sc3c(=O)[nH]c(=S)[nH]c3c2c2c1CCC2 | 3 | i | 1 | -1 | -1 | -0.3 | 4 | 4 | -1.4 | 0.3
CCOC(=O)CCCNS(=O)(=O)c1c(C)ccc2nsnc12 | 0 | i | 1 | -2 | -4 | -0.2 | 6 | -12 | -2.1 | -0.4
Cc1ccc(NC(=O)Cn2cnc3c(nnn3Cc3ccc(F)cc3)c2=O)cc1 | 2 | i | 6 | -9 | 2 | -1.0 | 3 | 3 | 0.1 | 0.2
COc1cccc(CN(CC2CCCO2)S(=O)(=O)c2ccc(S(=O)(=O)NCC3CCCO3)cc2)c1OC (configuration not stated) | 0 | i | 0 | -4 | 2 | -0.8 | 0 | -10 | -0.2 | -0.1
CCCCN(CCCC)CCNC(=O)c1ccc2nc(-c3ccccc3NC(C)=O)c(=O)[nH]c2c1 | -4 | i | -2 | -6 | -3 | -0.4 | -6 | -5 | 1.1 | 1.3
Cc1nnc2ccc(-c3cccc(NS(=O)(=O)c4ccccc4[N+](=O)[O-])c3)nn12 | 1 | i | 3 | 9 | 10 | -0.3 | 1 | -2 | 2.1 | 0.0
O=S(=O)(NCCN1CCCC1)c1cccc2cccnc12 | -2 | i | -2 | 6 | -2 | -0.3 | -1 | 0 | -0.2 | -0.7
CCN1C(=O)/C(=C/c2cc(C)n(C)c2C)SC1=Nc1ccc(OC)cc1 | -2 | i | -8 | 5 | 19 | -0.1 | 3 | -16 | 3.9 | -0.7
Cc1ccc(C(=O)CCC(=O)OCc2nnc(-c3ccccc3)o2)cc1 | 0 | i | -1 | 0 | -7 | -0.3 | 0 | 5 | 2.4 | -0.4
COc1ccc(CCN2CC(C(=O)N3CCCCCC3)CCC2=O)cc1 (configuration not stated) | -1 | i | -2 | -7 | -1 | -0.6 | 0 | 0 | -0.9 | -0.7
CCOC(=O)c1c(C)[nH]c(C)c1S(=O)(=O)N(C)CC(=O)N(C)Cc1ccccc1 | -1 | i | 2 | 0 | -2 | 0.1 | 2 | -2 | -1.9 | -0.2

Results in STEP block, SUMO1-SIM PPI and CSN inh, for some of the entries so far:
Compound,STEP block,SUMO1-SIM PPI,CSN inh
O=S(=O)(NCCN1CCCC1)c1cccc2cccnc12,-2,0,-1
CCN1C(=O)/C(=C/c2cc(C)n(C)c2C)SC1=Nc1ccc(OC)cc1,-2,-16,3

Continued.
SMILES | STEP block | Rpn11 inh | DNMT1 block | Scp1 inh | NadD block | TbMetRS inhib | CSN inh | SUMO1-SIM PPI | LMPTP block | MsrA inhibitor
O=C(Nc1ccn(CCCNCC2CCCO2)c(=O)n1)OCc1ccccc1 (configuration not stated) | -2 | i | 8 | -14 | 3 | -1.0 | 1 | 0 | -2.3 | 0.0
Cc1ccc2[nH]c(=O)c(CN(C(=O)c3cccc([N+](=O)[O-])c3)C(C)(C)C)cc2c1 | 3 | i | 0 | -11 | -7 | 0.1 | 1 | -18 | 0.3 | 1.2
CCCc1cc(C(=O)N2CCCC(N3CCN(c4ccccc4F)CC3)C2)n(C)n1 (configuration not stated) | -2 | i | -1 | -5 | -19 | 0.3 | -2 | 2 | 0.3 | 0.0
C=CC[C@H](CC(=O)N(CCO)Cc1ccccc1)C(=O)N[C@@H](C)COC(=O)[C@@H](CC=C)Cc1ccc(F)cc1 | 3 | i | 10 | -9 | -7 | -0.3 | -7 | 1 | 0.4 | 1.0
CCN(C[C@H]1N[C@@](CC)(C(=O)OC)[C@H]2C(=O)N(Cc3ccccc3)C(=O)[C@@H]12)S(=O)(=O)c1ccc(OC)cc1 | 0 | i | 5 | -8 | -2 | -1.6 | 4 | 0 | -0.8 | 0.6
Nc1nc(SCc2ccccc2)ns1 | -2 | i | 0 | -5 | -2 | -2.0 | 2 | -4 | -1.0 | 0.3
Cc1ccc(NC(=O)c2nc[nH]c2C(=O)N2CCN(c3ccccc3)CC2)cc1 | -2 | i | 6 | -6 | 6 | 0.5 | 2 | 5 | 2.1 | 0.0
COc1cccc(NC(=O)COC(=O)CCC(=O)c2cccs2)c1 | 4 | i | -1 | 8 | -7 | -0.3 | 21 | 6 | -0.7 | 0.7
CCOc1ccc(Cn2c(O)cc(=O)[nH]c2=O)cc1 | 1 | i | -3 | -1 | 6 | 0.2 | 14 | 3 | -1.5 | -0.6
C=CCOC(=O)C1=C(C)NC(SCC(=O)N(CC)CC)=C(C#N)C1c1ccccc1 (configuration not stated) | 2 | i | -5 | -6 | -8 | -1.1 | -1 | -5 | 0.4 | -0.2
Cc1cccc(NC(=O)c2sc3nc(C)nc(N4CCOCC4)c3c2C)c1 | 3 | i | 1 | / | -5 | 0.6 | 1 | -7 | -0.3 | 1.4
Cc1c(Br)c([N+](=O)[O-])nn1CC(=O)Nc1nccs1 | -4 | i | 1 | -5 | -18 | -0.8 | 3 | -9 | -0.3 | -0.6
Cc1cccc(NC2=NC3(CCCCC3)N=C(N)N2)c1 | -2 | i | -1 | -6 | -9 | -0.3 | 2 | 1 | -1.5 | -1.0
Cc1cc(N)ccc1NC(=O)c1ccccc1 | -1 | i | 2 | -2 | -5 | -0.9 | 0 | -4 | 1.5 | 1.5
O=C(CCCCCn1c(=S)[nH]c2cc3c(cc2c1=O)OCO3)N1CCN(C2CCCCC2)CC1 | 24 | i | 6 | -7 | 4 | -0.1 | 2 | -4 | 1.0 | 0.8
Cc1cc(Oc2ccc(=O)n(C)n2)nc(SCCOc2ccccc2)n1 | 0 | i | 0 | -4 | 2 | -0.3 | 1 | 5 | -0.9 | -0.6
COc1ccc(NC(=O)COc2cc(O)c3c(c2)OC(C)(C)CC3=O)cc1 | 6 | i | 7 | -1 | -4 | -0.9 | 3 | 5 | -1.2 | 0.3
CCc1nc2ccc(C(=O)NCc3cccs3)cn2c1N(CC)CCOC | 2 | i | 1 | / | 2 | -0.2 | 3 | -1 | -0.1 | -0.1
COc1ccc(C(=O)OC(C(=O)c2ccc(C)cc2)c2ccccc2)cc1 (configuration not stated) | 0 | i | -2 | -3 | -1 | 0.1 | 0 | 0 | 3.9 | 0.5
CCCNS(=O)(=O)c1ccc(CCC(=O)NCc2ccc3c(c2)OCO3)cc1 | -1 | i | -1 | -12 | -3 | 0.2 | 6 | -2 | 0.0 | 0.9
COc1ccccc1CC(=O)NC1CC1 | -3 | i | -2 | 18 | -5 | 0.4 | -1 | 6 | -1.9 | 0.3
C/C(=N\N=C(/C)c1cccc(N)c1)c1cccc(N)c1 | -1 | i | -10 | -7 | -1 | 0.0 | 1 | 0 | -0.8 | 0.2
CCOc1ccccc1NC(=O)NNC(=O)CCc1ccc(OC)cc1 | -2 | i | 0 | 29 | -3 | -0.5 | 0 | -4 | -1.1 | 2.5
CCOc1ccc(S(=O)(=O)N2CCCC(C(=O)N3CCC(C(N)=O)CC3)C2)cc1Cl (configuration not stated) | -2 | i | -3 | 3 | -4 | -0.2 | -2 | 4 | -1.5 | 1.4
CC(C)C[C@@H]1COc2cccc(N3CCSCC3)c2S(=O)(=O)N1 | / | / | / | / | 3 | -0.3 | -2 | 1 | 0.7 | -0.6
CCc1c(C)nc2ncnn2c1N1CCCC(C(=O)NCc2ccc3c(c2)OCO3)C1 (configuration not stated) | -4 | i | 3 | 0 | -3 | 0.5 | 0 | 2 | -0.7 | -0.4
CCOC(=O)c1ccc(C(=S)N2CCCC2)cc1 | 8 | i | 4 | 4 | -3 | -1.5 | 4 | 4 | -1.4 | -0.6
CC(C)CN(C(=O)CSc1nnc(-c2cccs2)n1N)c1c(N)n(Cc2ccccc2)c(=O)[nH]c1=O | -2 | i | 45 | -2 | 5 | 0.0 | 0 | -1 | -0.1 | 0.8
CC(C)OC(=O)CSc1nc2ncc(Cl)cc2[nH]1 | 2 | i | -1 | 0 | 4 | 1.6 | 1 | -2 | 0.8 | 0.4
O=C(Nc1ccccc1)Nc1nccs1 | -2 | i | -1 | -5 | 1 | 0.9 | -2 | -2 | -2.0 | -0.7
COCCCNC(=O)CN1C(=O)c2ccccc2C1=O | -5 | i | 12 | -7 | -3 | -1.0 | 0 | -2 | -0.4 | -0.9
Cc1ccc(S(=O)(=O)NCCC(=O)NCCc2ccc(S(N)(=O)=O)cc2)cc1C | 1 | i | -9 | -1 | 0 | -0.5 | -2 | 0 | -0.1 | -0.8
Nc1c(-c2ccsc2)cnc2ncnn12 | 0 | i | -1 | -3 | 2 | -0.1 | -1 | 1 | 0.0 | 0.1

Pulled by structure from above:
SMILES | STEP block | Rpn11 inh | DNMT1 block | Scp1 inh | NadD block | TbMetRS inhib | CSN inh | SUMO1-SIM PPI | LMPTP block | MsrA inhibitor
CCc1c(C)nc2ncnn2c1N1CCCC(C(=O)NCc2ccc3c(c2)OCO3)C1 (configuration not stated) | -4 | i | 3 | 0 | -3 | 0.5 | 0 | 2 | -0.7 | -0.4
CCOc1ccccc1NC(=O)NNC(=O)CCc1ccc(OC)cc1 | -2 | i | 0 | 29 | -3 | -0.5 | 0 | -4 | -1.1 | 2.5
Cc1cc(Oc2ccc(=O)n(C)n2)nc(SCCOc2ccccc2)n1 | 0 | i | 0 | -4 | 2 | -0.3 | 1 | 5 | -0.9 | -0.6

Assay outcomes from PubChem BioAssay.
